SRC1 TRFRET art: TR-FRET detection interference compounds, primary screen, artefact control for PPARgamma SRC-1 recruitment agonists, biochemical, TR-FRET emission ratio; TR-FRET detection artefact counter-screen; stronger effect = higher value; TR-FRET ratio at 8 µM; 99,000 compounds, 0.34% hits; in the data active = TR-FRET ratio above about 2300; note: inactives centre near 1800
SRC3 TRFRET art: TR-FRET detection interference compounds, artefact control for PPARgamma SRC-3 recruitment agonists, biochemical, TR-FRET ratio; TR-FRET artefact counter-screen, PPARgamma/SRC-3 format; stronger effect = higher value; TR-FRET ratio at 8 µM; 99,000 compounds, 0.39% hits; AID 1048, 2008; in the data active = TR-FRET ratio above about 2000; note: inactives centre near 1600
* hit, by the source's call.

Molecule | SRC1 TRFRET art | SRC3 TRFRET art
Cc1cccc(N2CCC(NCc3c(C(=O)N4CCCCC4)nc4c(C)cccn34)CC2)c1 | 1955 | 1675
CN(CC(=O)Nc1ccc(S(=O)(=O)N2CCCC2)cc1)Cc1c(F)cccc1Cl | 1720 | 1391
CC(C)c1ccc(N2CC(C)(C)C2=O)cc1 | 1896 | 1856
COc1ccccc1-c1cc(C(=O)N2CCCc3ccccc32)no1 | 1675 | 1549
CCOC(=O)C1(Cc2ccccc2)CCN(CC2CC=CCC2)CC1 (centres undefined) | 1823 | 1510
Cc1ccc(Cn2c(=S)[nH]c3ccc(N4CCOCC4)cc3c2=O)o1 | 1986 | 1495
NS(=O)(=O)c1ccc(N/N=C/c2ccccn2)c([N+](=O)[O-])c1 | 1732 | 1487
CC(=O)/C(=N\Nc1ccc(Cl)cc1)Sc1nnc(-c2ccccc2)n1-c1ccccc1 | 1442 | 1643
CCOC(=O)C1=C(CC)OC(N)=C(C#N)C1c1cc(OC)ccc1OC (centres undefined) | 2144 | 1421
O=C(CCCC(=O)N(CC(=O)NC1CCCCC1)Cc1ccco1)Nc1ccccn1 | 1678 | 1751
Cc1cccc(NC(=O)c2ccc(OCC3CCCO3)cc2)c1C (centres undefined) | 1629 | 1541
CN(Cc1ccccc1NS(=O)(=O)c1ccc(Cl)cc1)C1CCCCC1 | 1761 | 1554
CC(C)CCn1c(CN2CCOCC2)nc2c1c(=O)n(C)c(=O)n2C | 1882 | 1532
Cc1ccc(NC(=O)CCC(=O)NNC(=O)c2ccccc2)c(C)c1 | 1770 | 1715
O=C(OCC(=O)N1CCCc2ccccc21)c1ccc(Cl)nc1 | 1988 | 1708
O=C(/C=C/c1ccccc1)NCCSCc1ccc(Cl)cc1 | 1858 | 1404
O=C(/C=C/c1ccccc1)NC(NC(=S)Nc1ccc(Cl)cc1Cl)C(Cl)(Cl)Cl (centres undefined) | 1658 | 1690
O=C(Nc1ccc(C(=O)O)cc1)/C(=C/c1ccc([N+](=O)[O-])cc1)NC(=O)c1ccccc1 | 1885 | 1743
O=c1oc(-c2ccccc2)nc2sc3c(c12)CCC3 | 1883 | 1721
O=C(Nc1ccc(S(=O)(=O)Nc2nccs2)cc1)c1ccc(=O)[nH]c1 | 1834 | 1514
COc1ccc(N2CCN(CCCNC(=S)Nc3c(C)cccc3C)CC2)cc1 | 1715 | 1665
CCN(CC)CC(=O)n1c2c(c3ccccc31)CCCC2 | 1735 | 1347
CN(CCc1ccccn1)C(=S)Nc1ccc(Cl)c(Cl)c1 | 1529 | 1781
CC(NC(=O)CCc1ccccc1)c1cc2c(cc1Cl)OCCO2 (centres undefined) | 1376 | 1353
CCOC(=O)C1(Cc2cccc(OC)c2)CCN(Cc2cccc(OC)c2O)CC1 | 1616 | 1550
CCC(=O)NC(=S)Nc1ccc(NC(=O)c2cc3ccccc3o2)c(OC)c1 | 1952 | 1476
O=[N+]([O-])c1ccc(O)c(/C=N/n2cnc3ccccc32)c1 | 1616 | 1450
COC(=O)CN1C(=S)N(c2ccc(F)cc2)C(=O)C1CC(=O)Nc1ccccc1 (centres undefined) | 1689 | 1521
Cc1cc(NC(=O)CSc2ncnc3c2cnn3-c2ccccc2)no1 | 1827 | 1573
O=c1[nH]nc(SCc2nc3ccccc3s2)n1C1CC1 | 1571 | 1464

Single records, as listed above. Order of screens: SRC1 TRFRET art | SRC3 TRFRET art
Cc1ccc(Cn2c(=S)[nH]c3ccc(N4CCOCC4)cc3c2=O)o1 is entered as 1986 | 1495
O=C(OCC(=O)N1CCCc2ccccc21)c1ccc(Cl)nc1 is entered as 1988 | 1708
COc1ccccc1-c1cc(C(=O)N2CCCc3ccccc32)no1 is entered as 1675 | 1549
O=c1[nH]nc(SCc2nc3ccccc3s2)n1C1CC1 is entered as 1571 | 1464
Cc1cccc(NC(=O)c2ccc(OCC3CCCO3)cc2)c1C (centres undefined) is entered as 1629 | 1541

Further compounds.
Molecule | SRC1 TRFRET art | SRC3 TRFRET art
CCOc1ccccc1Oc1coc2cc(OCC(=O)O)ccc2c1=O | 2011 | 1685
CCOc1ccc(N2C(=O)Nc3ccccc3C2(O)C(=O)NCc2ccco2)cc1 (centres undefined) | 1844 | 1481
C=CCOc1c(Br)cc(CNc2ccc(NC(=O)C(C)C)cc2)cc1OCC | 1993 | 1657
CCCCCC(=O)Nc1sc(C)c(C)c1C#N | 1825 | 1573
COc1cc(OC)c(/C=N/NC(N)=S)cc1Br | 1471 | 1466
Cn1c(-c2sc3cc(C(F)(F)F)cnc3c2-c2ccccn2)n[nH]c1=S | 1960 | 1566
COc1cc(N/C(N)=N/c2nc(C)cc(C)n2)c(OC)cc1Cl | 1582 | 1485
CSC(=NC#N)N1CCN(C(=NC#N)SC)CC1 | 1602 | 1426
CC(=O)Nc1ccc(NC(=O)CSc2nnnn2-c2ccc3c(c2)OCCO3)cc1 | 1933 | 1811
O=C(Nc1ccnc(-c2ccncc2)n1)c1ccc(Cl)cc1 | 1623 | 1480
CN/N=C/c1ccc(C#N)cc1 | 1712 | 1396
COc1ccc(-c2cc(C(F)F)n3ncc(C(=O)NCCCN4CCCC4=O)c3n2)cc1 | 1815 | 1574
O=C(COC(=O)c1cncc(Br)c1)NCc1ccc(F)cc1 | 1870 | 1524
Cc1onc(-c2ccccc2)c1C(=O)N/N=C/c1cc2c(cc1Cl)OCO2 | 1816 | 1585
CC1OC(C)(C)OC1C1CNc2nc(NC(=O)C(C)(C)C)[nH]c(=O)c2N1C(=O)c1cccnc1 (centres undefined) | 1687 | 1562
O=C(Nc1cccn(Cc2ccccc2Cl)c1=O)NC1CCCCC1 | 1770 | 1425
COc1ccc(/C=N/N=C/c2ccc(OC)c(OC)c2)cc1OC | 1433 | 1600
Cc1cccc(C)c1NC(=O)COC(=O)Cc1ccsc1 | 1508 | 1530
COc1ccc(/C=C2\CN(Cc3ccccc3)C/C(=C\c3ccc(OC)cc3)C2=O)cc1 | 1832 | 1710
Cc1cc(C)c2nc3nc(C)c(C)cc3c(N)c2c1 | 1910 | 1553
Cc1ccc(Oc2ccc(-c3nnc(-c4ccccc4)o3)cc2[N+](=O)[O-])cc1C | 1760 | 1625
Cn1c(=O)c2c(nc(Cl)n2Cc2ccncc2)n(C)c1=O | 1942 | 1835
Cc1ccc(OCCNC(=O)c2cc(C(=O)NCCOc3ccc(C)cc3)cc([N+](=O)[O-])c2)cc1 | 2004 | 1599
COc1ccc(N2CCN(C(=O)CCS(=O)(=O)c3cccc4nsnc34)CC2)cc1 | 1683 | 1286
CCO[C@H]1OC(C(=O)N2CCN(C)CC2)=C[C@@H](C(C)(C)C)[C@@H]1CCCO | 1937 | 1615
CCOC(=O)NC(=O)COC(=O)c1cccc2ccccc12 | 1917 | 1623
Cc1ccc(C2=N/C(=C\c3c(C)nn(-c4ccccc4)c3N3CCCC3)C(=O)O2)cc1 | 1662 | 1808
O=C(NCc1ccc2c(c1)OCO2)c1cnc2ccccn2c1=O | 1588 | 1216
COc1ccc(C(=O)Nc2cc(C)on2)cc1[N+](=O)[O-] | 1832 | 1235
CC1CCc2c(sc(NC(=O)CSc3nc4c(c(C(F)(F)F)n3)CCc3ccccc3-4)c2C(N)=O)C1 (centres undefined) | 1841 | 1596
C/C(=N/NC(=O)CNC(=O)COc1ccccc1)c1ccco1 | 1780 | 1458
O=C(c1ccc2c(c1)OCO2)N1CCN=C1SCc1ccccc1 | 1910 | 1481
COc1ccc(C2=NN(C(=O)CSc3ncccn3)C(c3ccc(OC)cc3)C2)cc1 (centres undefined) | 2104 | 1648
CCOC(=O)N1CCC(Nc2cc(C)nc3c(-c4ccccc4OC)c(C)nn23)CC1 | 1742 | 1539
O=C(c1nc2ccc(Cl)cn2c1CNCC[C@@H]1C[C@@H]2C=C[C@H]1C2)N1CCCCCCC1 | 1794 | 1409
CCCCC(=O)N(CCOC)c1nnc(-c2ccc(OC)cc2)s1 | 1943 | 1438
COc1ccc(-c2csc(NCc3ccco3)n2)cc1 | 2017 | 1620
COc1ccc(-c2cc(C(=O)Nc3ccccc3)on2)cc1 | 1970 | 1685
COc1ccc(C)cc1NC(=O)C(OC(=O)CNC(=O)c1ccc(Oc2ccccc2)cc1)c1ccccc1 (centres undefined) | 1741 | 1442
Cc1cccc(-c2noc(-c3ccc(Cl)cc3[N+](=O)[O-])n2)c1 | 1487 | 1497
ClCc1ncc(-c2ccc(Cl)cc2)o1 | 1830 | 1562
O=C(NCc1ccc(F)cc1)c1cccc2c1C(=O)N(Cc1cccnc1)C2 | 1637 | 1415
Cc1c(NC(=S)N/N=C/C=C/c2ccc([N+](=O)[O-])cc2)c(=O)n(-c2ccccc2)n1C | 1700 | 1438
COc1ccccc1OCCC(=O)OCC(=O)NC(=O)NC(C)(C)C | 1843 | 1533
CS(=O)(=O)c1ccc2nc(NC(NC(=O)c3ccco3)(C(F)(F)F)C(F)(F)F)sc2c1 | 1937 | 1752
O=C(Nc1cccc(S(=O)(=O)N2CCCCC2)c1)c1ccc2ccccc2n1 | 1656 | 1569
Cc1cc(-c2ccccc2)nc2c(Br)c(=O)[nH]n12 | 1918 | 1749
Cc1ccccc1-n1c(-c2ccc(Cl)cc2)cnc1SCC(=O)NC1CCS(=O)(=O)C1 (centres undefined) | 1778 | 1650
Cc1nnc(NC(=O)CSc2ccc(-c3cccnc3)nn2)s1 | 1831 | 1638
CS(=O)(=O)N1CCC(C(=O)N2CCN(c3cccc(Cl)c3)CC2)CC1 | 1651 | 1550
O=C1CCCN1CCCNC(=S)Nc1cccc2ccccc12 | 1793 | 1597
O=C(N/N=C\c1ccccn1)c1ccccc1O | 1820 | 1632
Cc1csc(NC(=O)CSc2nnc(NC(=O)COc3ccccc3)s2)n1 | 1662 | 1566
COC(=O)/C(=N\Nc1ccccc1)Sc1nnc(-c2ccc(OC)cc2)n1C | 1791 | 1432
CCOc1cc(NC(=S)NCC(C)C)c(OCC)cc1NC(=O)c1ccco1 | 1876 | 1639
Nc1c(CO)nnn1-c1ccccc1 | 1816 | 1504
Cc1ccc(NC(=O)CN(C)C(=O)c2ccc(C(F)(F)F)cc2)cc1 | 1665 | 1715
Cc1nnc(NC(=O)CSc2ccc(-c3ccccn3)nn2)s1 | 1830 | 1566
O=C(Cc1ccc(Cl)cc1Cl)Nc1ccc(OC(F)F)c(Cl)c1 | 1865 | 1629
CCN(CC)S(=O)(=O)c1ccc(OCC(=O)NC2CCS(=O)(=O)C2)c([N+](=O)[O-])c1 (centres undefined) | 1879 | 1466

(further entries)
Molecule | SRC1 TRFRET art | SRC3 TRFRET art
CC1=CCC2C(=O)N(c3ccc(OC(=O)c4ccco4)cc3)C(=O)C2C1 (centres undefined) | 1837 | 1554
O=C(NCc1ccncc1)Nc1cc(Cl)ccc1Cl | 1937 | 1788
CCc1nnc(NS(=O)(=O)c2ccc(NC(=S)NC(=O)/C=C/c3cccs3)cc2)s1 | 1711 | 1525
C=CCNCCCCOc1cccc(Br)c1 | 1682 | 1543
NC(=S)NNc1c(F)c(F)c(F)c(F)c1F | 1979 | 1825
CCOC(=O)C1(Cc2cccc(OC)c2)CCN(Cc2cccc(OCC)c2O)CC1 | 2174 | 1693
COc1ccc(C(NC(C)=O)c2cc(Cl)c3cccnc3c2O)cc1OC (centres undefined) | 1610 | 1838
O=C(c1ccc(COc2ccc(Br)cc2)o1)N1N=C(C(F)F)CC1(O)C(F)F (centres undefined) | 1554 | 1519
O=C(Nc1ccc(N2C(=O)CCC2=O)cc1Cl)c1cccs1 | 1651 | 1584
COCCN(C(=S)Nc1ccc(OC)cc1)C(C)c1cccs1 (centres undefined) | 1801 | 1455
Cc1ccc(NC(=O)C2(NC(=O)c3ccccn3)CCCCC2)cc1Br | 1775 | 1726
CCOC(=O)NC(=O)COC(=O)CCCSc1nc2ccccc2s1 | 1575 | 1622
CCOC(=O)C1(Cc2ccc(OC)cc2)CCN(C(=O)Cc2cccnc2)CC1 | 1890 | 1400
O=C(/C=C/c1ccc(Cl)cc1Cl)Nc1ccncc1 | 1585 | 1249
CCOC(=O)N1CCN(C(=S)NC(=O)c2ccc(Br)cc2)CC1 | 1962 | 1621
CCc1ccc2[nH]cc(C(=O)OCCOC)c(=O)c2c1 | 1950 | 1650
Cc1ccc(NC(=O)Nc2cccn(Cc3c(F)cccc3Cl)c2=O)cc1 | 1782 | 1866
CCOP(=O)(/C(C#N)=C(\C)O)c1ccccc1 (centres undefined) | 1734 | 1423
CC(=O)Nc1ccc(N=Nc2ccccc2)cc1 | 1674 | 1577
CCN(CC)C(=O)Cn1nnc(-c2ccc(S(C)(=O)=O)cc2)n1 | 1768 | 1868
COC(=O)CCC(=O)N1CCOCCOCCOCC1 | 1588 | 1601
COC(=O)C1Cc2ccccc2CN1C(=O)CCl (centres undefined) | 2040 | 1599
CC(C)(C)OCC(O)CN1CCN(C(=O)c2ccccc2)CC1 (centres undefined) | 1829 | 1732
COc1cc2c(cc1OC)C(CSc1ccccc1C(=O)O)=NC(C)(C)C2 | 1864 | 1560
O=[N+]([O-])c1cc(-n2cccc2)ccc1N1CCOCC1 | 1779 | 1759
COc1cc(/C=C/C(=O)NC(C)CCc2ccccc2)cc(OC)c1OC (centres undefined) | 1694 | 1969
CCCC(=O)N1CCCC(c2nc(-c3cccc(OC)c3)no2)C1 (centres undefined) | 1578 | 1801
CC(=O)Nc1ccc(NC(=O)C(C)OC(=O)/C=C/c2cccs2)cc1 (centres undefined) | 1878 | 1527
O=C(COC(=O)c1cccnc1Cl)Nc1cccc(S(=O)(=O)N2CCCCC2)c1 | 1578 | 1493
C[C@@H](CN1C2=NC[C@H](Cc3ccc(O)cc3)N2C[C@H]1Cc1ccc(O)cc1)NC(=O)CCC1CCCCC1 | 1800 | 1607
CC(=O)Nc1ccc(S(=O)(=O)N(Cc2ccccc2)c2ccccc2)cc1 | 1930 | 1523
Cc1ccc(C(=O)N/N=C\c2ccccc2[N+](=O)[O-])cn1 | 1868 | 1697
Cc1cc2ccccc2c(=O)n1CC(=O)NCCC1=CCCCC1 | 1718 | 1425
O=C(O)CN1C(=O)CSc2ccccc21 | 2147 | 1553

Screening data (PubChem BioAssay)

The list is partial; count on the stated rates, not on these rows.
